Screens as filed in PubChem BioAssay.
Pf Dd2 inh: inhibitors of Plasmodium falciparum Dd2 growth; 120,000 tested, 4.3% active; Potency, µM (doses to about 28.9 µM), for inactives: top-dose activity, negative = inhibition, usual class: inhibitors; AID 1347417; P. falciparum Dd2 growth, SYBR Green, 72 h; active means well fitted inhibition curve with a large enough effect; inconclusive means small, poorly fitted or top-dose-only effect; inactive means no such curve, though single readings can be large or run the other way;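 further: plate controls were DMSO vehicle for no effect and reference drug for full effect; nearly all actives have a fitted effect of over 65% in size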
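Infected erythrocytes (Dd2, 0.3% parasitemia, 2.5% hematocrit final) are added to compound in RPMI-1640/Albumax II medium, grown 72 h at 37C in low oxygen, then lysed with saponin/Triton-X containing SYBR Green and read by fluorescence.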
Numbers without * were called inactive; i = inactive; ? = inconclusive; [ ] = dose if it differs, or a comment. Potency means the concentration at half of the fitted maximal effect.

SMILES	Pf Dd2 inh
COc1cccc(-c2cc(C3CCN(C(=O)Nc4cccc(SC)c4)CC3)[nH]n2)c1	-27.6%
Cc1sc(-n2cccc2)c(C(C)NC(=O)Nc2ccccc2Cl)c1C (stereo unspecified)	5.62µM*
CC(Oc1ccccc1)C(=O)N1CC(Oc2cccc(-c3nc(-c4ccccc4)no3)c2)C1 (stereo unspecified)	0.5%[5.79 µM]
Cc1c(Cl)ccc2sc(N3CCN(C(=O)C4CC4)CC3)nc12	22.6%
Cc1ccc(NC(=O)CCNS(=O)(=O)c2ccc3c(c2)CCN3C(=O)C2CC2)c(Cl)c1	24.5%
CC(=O)NC1CC2(CCN(C(=O)C3CCN(C)CC3)CC2)c2ccccc21 (stereo unspecified)	?
COc1ccccc1N(CC(=O)NCCSCc1ccccc1)S(=O)(=O)c1ccc(C)cc1	i
COc1ncccc1-c1cnc2[nH]cc(CC(=O)NC3CCOCC3)c2c1	i
CCc1ccccc1NC(=O)Cn1c(=O)n(-c2ccc(C)cc2)c(=O)c2c1c1cc(C)ccc1n2C	i
Cc1ccc(C(=O)N2CCCN(S(C)(=O)=O)c3ccccc32)cc1C	?
Cc1noc(C)c1S(=O)(=O)N1CCC2(CC1)CC(N1CCN(C(C)C)CC1)CCO2 (stereo unspecified)	-10.0%
CC(=O)c1ccc(NC(=O)c2nc3ccccc3nc2N2CCCCC2)cc1	i
CCOc1ccc(N(CC(=O)NCc2ccc(C)cc2)S(=O)(=O)c2c(C)noc2C)cc1	-9.7%
CS(=O)(=O)N1CCCN(Cc2ccccn2)CCNC(=O)CC1c1ccccc1 (stereo unspecified)	-5.1%
C=C(C)CSc1nc(-c2ccccc2)cc(-c2ccc(OC)cc2)c1C#N	?
CCc1ccc(N2CC(c3noc(-c4nccc5ccccc45)n3)CC2=O)cc1 (stereo unspecified)	?
O=[S+]([O-])(c1cccc(C(F)(F)F)c1)N1CCn2c(nnc2-c2ccccc2)C1	i
CCOC(=O)c1cccc(NC(=O)CCc2c(C)nn(-c3ccc(N4CCOCC4)nn3)c2C)c1	-18.4%
Cc1ccc(NC(=O)c2cc(S(=O)(=O)N3CCOCC3)c(Cl)cc2Cl)cc1	-12.5%
O=C(CN1C(=O)COc2ccccc21)NCCc1ccc(Cl)cc1	i
Cn1c(=O)oc2cc(S(=O)(=O)N3CCC(C(=O)N4CCN(c5cccc(Cl)c5)CC4)CC3)ccc21	?
CCOc1ccccc1CN1CCC2(CCN(C(=O)C3CCCC3)CC2)Oc2ccccc21	-16.8%
CCCCNC(=O)c1ccc2c(=O)n(-c3ccccc3)c(=O)[nH]c2c1	90.9%[activator]
COc1cccc(CNC(=O)[C@@H]2C[C@@H](O)CN2C2CCN(C(=O)c3ccccc3)CC2)c1	-1.9%
COc1ccc(CC(=O)Nc2nnc3n2CCS3)cc1	66.0%[activator]
O=C1c2cc(N3CCOCC3)nc(-c3ccccc3Oc3ccccc3)c2CN1C1COC1	71.1%[activator]
Cc1ccc(C(=O)N2CCC3(CC2)N=C(c2cccc(Br)c2)NO3)cc1F	0.1%
COc1cncc(CN2CCC3(CC2)C(=O)Nc2cc(Oc4ccccc4)c(OC)cc23)c1	?
COc1ccc(CNC(=O)C[C@@H]2C[C@H]3O[C@H](CNCc4ccccc4Cl)[C@@H](O)[C@H]3O2)cc1	?
O=C1NC(=NC2CCCC2)C2(CCCN([S+](=O)([O-])c3ccccc3)C2)N1c1cc(F)cc(F)c1 (stereo unspecified)	-20.1%
Cc1ccc(Cn2c(C3CCN(C(=O)c4cc(Cl)ccc4F)CC3)n[nH]c2=O)cc1	?
N#Cc1cccc(CN2CCCC(c3nc4ccc(F)cc4c(=O)[nH]3)C2)c1 (stereo unspecified)	?
Cn1ncc(C(=O)N2CCN(c3ccccc3)CC2)c1C1CCN(C(=O)OC(C)(C)C)CC1	i
C=CCOc1cccc(-c2nc(C(=O)NCc3cccc(F)c3)cs2)c1	i
CN1CC(=O)N(C2CCNCC2)Cc2c1ncnc2N1CCCC(O)C1 (stereo unspecified)	13.5%
Cc1ccc2cc3cc(C(=O)Nc4ccc(F)cc4Cl)oc3nc2c1	-16.6%
CCC[C@H]1CN(S(C)(=O)=O)C[C@@H]1NC(=O)CCc1cc(=O)[nH]o1	3.9%
CCn1ccc(C(=O)N2CC(c3nnc(-c4ccc(C)cc4)o3)C3(CCOCC3)C2)n1 (stereo unspecified)	i
C=CCNC(=O)c1cccnc1N1CC2CC(C1)[C@H]1CCCC(=O)N1C2 (stereo partly specified)	-2.6%
CCOc1ccc(C2Cn3nnc(-c4nc(-c5cccc(F)c5)no4)c3CO2)cc1 (stereo unspecified)	i

An excerpt from above in order of formula weight, ascending:
SMILES	Pf Dd2 inh
CCCCNC(=O)c1ccc2c(=O)n(-c3ccccc3)c(=O)[nH]c2c1	90.9%[activator]
O=C(CN1C(=O)COc2ccccc21)NCCc1ccc(Cl)cc1	i
C=C(C)CSc1nc(-c2ccccc2)cc(-c2ccc(OC)cc2)c1C#N	?
CC(=O)c1ccc(NC(=O)c2nc3ccccc3nc2N2CCCCC2)cc1	i
COc1cncc(CN2CCC3(CC2)C(=O)Nc2cc(Oc4ccccc4)c(OC)cc23)c1	?

Continuation:
SMILES	Pf Dd2 inh
O=C(Nc1ccc2c(c1)OCCO2)N1CCC(Cc2nc(-c3ccncc3)n[nH]2)CC1	?
CCN(CC)C(=O)c1coc(COc2ccc3c(c2)C(c2ccc(C)cc2)N(C(=O)C2CC2)CC3)n1 (stereo unspecified)	i
COc1ccc(-c2cc(N3CCC(NC(=O)Cc4ccccc4C)CC3)n[nH]2)cc1	-3.1%
O=C(c1ccc(Cl)cc1)N1CC2(Cc3ccccc3NC2=O)C1	-4.8%
CC1CCN(c2ncnc3c2CN(c2ccccc2)C(=O)N(C)C3)C1 (stereo unspecified)	i
CCCOc1ccccc1C1Oc2nc(SC)nnc2-c2ccccc2N1C(C)=O (stereo unspecified)	?
O=C(NC[C@H]1OC[C@@H](NCc2ccccn2)[C@@H]1O)Nc1ccccc1	-21.0%[44.1 µM]
O=C(Nc1cccc(F)c1)Nc1ccnn1C1CCN(C(=O)C2CCC2)CC1	-14.2%
CCOc1ccc(NC(=O)CSc2cn(CCNC(=O)c3ccccc3F)c3ccccc23)cc1	-18.1%
CCCc1nn2c(=O)cc(COC(=O)c3cccc(NC(=O)COc4ccccc4C)c3)nc2s1	?
COc1cccc(C2C(C(=O)Nc3cccnc3)=C(C)Nc3nc(SCc4ccccc4)nn32)c1 (stereo unspecified)	?
Cc1noc(C)c1[S+](=O)([O-])N1CCCC2(C1)C(=NC1CCCC1)NC(=O)N2c1cc(F)cc(F)c1 (stereo unspecified)	i
COc1cc(Cl)ccc1C(=O)N[C@@H]1C[C@H]2C(=O)N(C)CC(=O)N2C1	20.6%
CN(c1ccccc1)c1cc(=O)c2ccnc(-c3ccncc3)c2o1	?
O=C(NCC1Cn2cccc2C(=O)N1Cc1ccccc1)Nc1ccccc1F (stereo unspecified)	?
COc1ccc(CN(C)C2CCc3nn(C)c(=O)n3CC2)cc1Cn1cccn1 (stereo unspecified)	?
Cc1cc(C)cc(NC(=O)C2CCCN2S(=O)(=O)c2ccc3c(c2)CCCC(=O)N3)c1 (stereo unspecified)	20.9%
CCc1noc(-c2cccn3c(CNC(=O)c4ccccc4C)nnc23)n1	-27.6%
COc1ccc(CCNC(=O)c2c(C)noc2-c2cccs2)cc1OC	?
Cc1ccc(CCNC(=O)c2cc3c(=O)oc4ccccc4c3s2)cc1	5.0%
CCc1cccc(NC(=O)CSc2n[nH]c(-c3ccccc3Cl)n2)c1	-3.5%
CCOc1ccc(-c2cc(C(=O)N3CCN(S(=O)(=O)c4cc(Cl)ccc4OC)CC3)[nH]n2)cc1	i
CCOC(=O)c1cccc(NC(=O)c2c(C)oc3ccn(Cc4ccc(F)cc4)c(=O)c23)c1	-15.8%
CN1CCCC2(Cc3ccccc3CN(C(=O)C3CCCC3)C2)C1 (stereo unspecified)	?
O=C(Cn1c(=O)n(-c2ccc(F)cc2)c(=O)c2sc3ccccc3c21)N1CCCC1	-11.2%
COc1ccc(-c2cc(N3CCCN(C(=O)Cc4c(F)cccc4Cl)CC3)n[nH]2)cc1	i
CCc1ccc(S(=O)(=O)c2nnn3c2nc(NC(C)C)c2cc(Cl)ccc23)cc1	?
CCn1cc(C(=O)Nc2cccc(Cl)c2)c2cc(OC)c(OC)cc2c1=O	-24.0%
CN(C)CCNC(=O)C[C@@H]1O[C@H](CNS(=O)(=O)c2ccc(Cl)cc2)[C@@H](O)[C@H]1O	12.5%
Cc1noc(C)c1CCC(=O)N1CCCn2nc(C(O)CO)cc2C1 (stereo unspecified)	-27.4%
O=C(NCCN1CCCC1)c1cc2cn(C3CC3)cc2s1	-24.1%
CCN(CC)CCNC(=O)c1cc(-c2ccc(Br)s2)nc2ccccc12	11.2µM*
CCSc1ncc(Cl)c(C(=O)N2CCN(c3ccccc3OC)CC2)n1	34.4%[activator]
Cc1ccc2nc(-c3ccc(NC(=O)c4ccc(S(C)(=O)=O)cc4)cc3)sc2c1	?
CN(C)c1ccc2nnc(-c3cc(C(=O)NCc4ccccc4)ccn3)n2n1	?
COC(=O)c1ccc(NC(=O)NCCn2nnc3cc(S(=O)(=O)N(C)C)ccc32)cc1	-3.1%
CCC(=O)NC[C@H]1Cn2cc(-c3ccc(OC)cc3)nc2CO1	i
CN1CCN(C(=O)c2ccccc2C2CCNC2)CC1 (stereo unspecified)	-3.4%
COCCOc1cc(C)c2c(c1C)C[C@H](C(C)C(=O)N1CCCCC1)CC2 (stereo partly specified)	-6.9%[44.1 µM]
CCCN1CCC2(CCN([S+](=O)([O-])c3ccc(C)cc3)CC2)Oc2ccccc21	?
O=C(C1COc2ccccc2O1)N1CCc2onc(-c3cccc(F)c3)c2C1 (stereo unspecified)	i
O=C(CN1CC2CC(C1)[C@H]1CCCC(=O)N1C2)N1CCCCC1 (stereo partly specified)	-10.2%
O=C(c1ccccc1)N1CCOCC12CCN(Cc1ccc3[nH]ccc3c1)CC2	-7.4%[44.1 µM]
CCOc1ccc(-c2nc(CSCC(=O)N3CCN(c4cccc(C(F)(F)F)c4)CC3)c(C)o2)cc1	?
CCc1ccc2occ(CC(=O)Nc3ccccc3C(F)(F)F)c2c1	-29.1%
CCOc1cc(=O)n2c(c1C(=O)NCc1cccc(OC)c1)CCCC2	34.6%[activator]
CN(C)c1ccc(-c2noc([C@@H]3CCCN3CC3CCCCC3)n2)cn1	?
Cc1ccc([S+](=O)([O-])c2nnn3c2nc(N2CCC(F)CC2)c2ccccc23)cc1	-29.9%
CC(=O)Nc1ccc(NC(=O)CN2C(=O)NC3(CCS(=O)(=O)CC3)C2=O)cc1	-7.0%
Cc1cccc2sc(N(Cc3cccnc3)C(=O)c3ccco3)nc12	?
Cc1ccc(C)c(Cn2c(=O)cc(C)c3c(C)nn(C)c32)c1	3.3%
Cc1ccc(-c2cn(-c3cccc(Cl)c3)c(S(=O)(=O)CC(=O)Nc3cccc(C)c3)n2)cc1	?
COCC1CN(C)CC12CCNCC2 (stereo unspecified)	4.1%
Cc1ccc(S(=O)(=O)N2CCN(Cc3nc4ccc(C)cc4o3)CC2)cc1	19.7%
COc1cccc(Nc2cc3c(cn2)CN(C(C)=O)CCN3)c1	i
CCNC(=O)CC1COc2ccc(C(=O)NCCOC)cc2N1C (stereo unspecified)	9.1%
Cc1nc2nc(SCc3ccc(F)cc3Cl)nn2c(C)c1Cc1ccccc1	?
COC(=O)CN1C(=O)[C@@H]2C[C@@H](O)CN2C2(CN(Cc3ccccc3)C2)C1=O	-2.9%[44.1 µM]
O=C1CCC2(CCN1)CCN(S(=O)(=O)c1cccnc1)CC2	?
O=C(NC1CC1)c1ccc(CC2CCN(C(=O)c3ccc4ccccc4n3)CC2)cc1	2µM*

The last 2 records of the section above come first, to join the parts:
SMILES	Pf Dd2 inh
O=C1CCC2(CCN1)CCN(S(=O)(=O)c1cccnc1)CC2	?
O=C(NC1CC1)c1ccc(CC2CCN(C(=O)c3ccc4ccccc4n3)CC2)cc1	2µM*
COc1cc(Cl)c(C)cc1NC(=O)c1cnc(N2CCOCC2)c2ccccc12	-14.6%
CCCN(CC1CCOC1)C(=O)Nc1ccc(Cl)cc1F (stereo unspecified)	-12.7%
CC(=O)Nc1nonc1-c1nnc(SCC(=O)Nc2cccc(F)c2)n1-c1ccccc1	?
O=C(Nc1cccc(C(F)(F)F)c1)Nc1cccs1	-20.2%
CN(C)c1cccc(C(=O)NC2CCCN(c3cc(-c4ccccc4)[nH]n3)C2)c1 (stereo unspecified)	-0.5%
COc1ccccc1C(=O)Nc1ccc2nc(N3CCC(C)CC3)cc(C)c2c1	?
Cc1ccc(Cc2c(C)nc3nc(SCC(=O)NC(C)c4ccccc4)nn3c2C)cc1 (stereo unspecified)	10.1%
COc1cccc(C(=O)N2CCC3(CC2)N=C(c2ccc(Cl)cc2)NO3)c1	i
COCCOC1CCOC2(CCN(C(=O)c3cccc(F)c3)CC2)C1 (stereo unspecified)	19.6%
Cc1ccccc1NC(=O)CCS(=O)(=O)c1cc(Br)cc2c1N(C(=O)C1CC1)CC2	?
CCS(=O)(=O)Nc1ccc(C2(C(=O)NCc3ccc(F)cc3F)CCCCC2)cc1	i

Rewritten with each value named: entries from further up.
> CCCN(CC1CCOC1)C(=O)Nc1ccc(Cl)cc1F (stereo unspecified)
  Pf Dd2 inh: -12.7%
> Cc1ccccc1NC(=O)CCS(=O)(=O)c1cc(Br)cc2c1N(C(=O)C1CC1)CC2
  Pf Dd2 inh: ?
> COc1ccccc1C(=O)Nc1ccc2nc(N3CCC(C)CC3)cc(C)c2c1
  Pf Dd2 inh: ?
> COc1cc(Cl)c(C)cc1NC(=O)c1cnc(N2CCOCC2)c2ccccc12
  Pf Dd2 inh: -14.6%

Some of the compounds tested, so the mix of outcomes need not match the whole.
